Assay outcomes from PubChem BioAssay.
MITF inh: MITF inhibitors, primary screen, biochemical, AlphaScreen, human; AlphaScreen MITF homodimerization, bead proximity signal; 650,000 compounds, 0.91% hits; inhibition, % at 2.6 µM; in the data active = inhibition above about 50%;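 also: 0% = vehicle wells with protein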
FBW7 activator: FBW7 E3 ligase activators, primary screen, biochemical, AlphaScreen, human. F-box/WD repeat-containing protein 7 (Homo sapiens), Q969H0. normalized activity (activation), % at 26.1 µM. 650,000 compounds, 0.13% hits. AID 1259310, 2017. AlphaScreen FBW7–phospho-cyclin E peptide binding, activator screen; in the data active = normalized activity above about 1.9%;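 also: purified mutant Fbw7 with reduced substrate affinity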
Target sequence (Q969H0 whole entry, looked up): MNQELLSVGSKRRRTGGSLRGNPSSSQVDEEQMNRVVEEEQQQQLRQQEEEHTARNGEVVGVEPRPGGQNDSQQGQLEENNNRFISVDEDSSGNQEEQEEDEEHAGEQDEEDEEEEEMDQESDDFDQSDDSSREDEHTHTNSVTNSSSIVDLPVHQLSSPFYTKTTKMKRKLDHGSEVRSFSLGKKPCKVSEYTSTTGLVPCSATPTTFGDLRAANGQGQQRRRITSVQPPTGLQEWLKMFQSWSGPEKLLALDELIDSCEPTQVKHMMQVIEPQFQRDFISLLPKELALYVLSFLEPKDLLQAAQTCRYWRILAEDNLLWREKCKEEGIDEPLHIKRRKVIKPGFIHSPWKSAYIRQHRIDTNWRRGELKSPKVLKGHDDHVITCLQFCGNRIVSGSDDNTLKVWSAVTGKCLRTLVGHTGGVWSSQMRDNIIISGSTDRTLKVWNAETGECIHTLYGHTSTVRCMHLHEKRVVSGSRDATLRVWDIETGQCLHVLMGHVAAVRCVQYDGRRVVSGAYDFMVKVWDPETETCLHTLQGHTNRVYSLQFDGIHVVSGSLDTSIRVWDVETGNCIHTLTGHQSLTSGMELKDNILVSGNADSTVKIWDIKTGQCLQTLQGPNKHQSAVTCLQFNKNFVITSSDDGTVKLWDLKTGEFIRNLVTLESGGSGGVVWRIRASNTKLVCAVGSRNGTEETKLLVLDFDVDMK
TEAD-YAP block: TEAD-YAP interaction inhibition, primary screen, TEAD-YAP interaction inhibitor project, luminescence, HEK-TIYL cells; AID 1259422, 2018; 640,000 compounds, 1.4% hits; TEAD-Gal4/YAP UAS-luciferase luminescence; inhibition, % at 9.12 µM; in the data active = inhibition above about 32%;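 also: 0% = median of test compound wells and 100% = reference inhibitor wells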
GPR151 ag: activators of human GPR151, primary screen, cell-based, PathHunter beta-arrestin, luminescence | G-protein coupled receptor 151 (Homo sapiens), Q8TDV0 | PathHunter beta-arrestin GPR151 cells | activation, % at 11.2 µM | 650,000 compounds, 1% hits; in the data active = activation above about 4.9%;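 also: 0% = median of compound wells and 100% = cells with positive control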
An asterisk follows results filed as active. Outcome played no part in choosing rows; 3.4% or so of the library scored in one or more.

For COc1ccc(NC(=O)C(c2ccccc2)N(C)C(=O)Cc2c[nH]c3ccccc23)cc1 (stereo not drawn) the results were MITF inh 5, FBW7 activator 0.0, TEAD-YAP block 4 and GPR151 ag 1.3.
CSc1cccc(C(=O)Nc2ccc(-c3nc4ccccc4o3)cc2)c1 was read as MITF inh -9, FBW7 activator -0.1, TEAD-YAP block -7 and GPR151 ag 0.2.
N#Cc1ccc(-n2cc(-c3ccncc3)cn2)cc1 was read as MITF inh -1, FBW7 activator -0.1, TEAD-YAP block -13 and GPR151 ag -2.2.
`CS(=O)(=O)N(CC(=O)Nc1ccc(F)cc1)c1ccc(F)c(Cl)c1` gave MITF inh 2, FBW7 activator 0.2, TEAD-YAP block 10 and GPR151 ag 0.5.
For O=C(Cc1c(F)c(F)c(F)c(F)c1F)NCCCN1CCOCC1 the results were MITF inh 1, FBW7 activator 0.1, TEAD-YAP block 2 and GPR151 ag -0.7.
`CC(=O)Nc1nonc1-n1c(C)ccc1C` gave MITF inh 2, FBW7 activator -0.1, TEAD-YAP block -12 and GPR151 ag 2.9.
`COc1ccc(C(C)=O)cc1COC(=O)c1cc2ccccc2cc1O` gave MITF inh 0, FBW7 activator 0.0, TEAD-YAP block -2 and GPR151 ag 0.6.
`CC(C)CSc1nc2ccccc2n1CC(=O)O` gave MITF inh -8, FBW7 activator 0.0, TEAD-YAP block -1 and GPR151 ag -0.7.
CCOC(=O)c1sc2nc(C)nc(Nc3cc(Cl)ccc3OC)c2c1C was read as MITF inh -5, FBW7 activator -0.1, TEAD-YAP block -8 and GPR151 ag 0.4.
Screening Cc1cccc(NC(=O)CSc2cc(C)[nH]c(=O)n2)c1 returned MITF inh -7, FBW7 activator 0.1, TEAD-YAP block 9 and GPR151 ag 0.2.
For COc1ccc(C2/C(=C(/O)c3ccc(Br)cc3)C(=O)C(=O)N2CCCCCC(=O)O)cc1OC (stereo not drawn) the results were MITF inh 8, FBW7 activator 0.6, TEAD-YAP block 8 and GPR151 ag -1.4.
`CCOC(=O)/C(C#N)=C1/C=CN(c2ccccc2)C=N1` gave MITF inh 2, FBW7 activator -0.1, TEAD-YAP block 0 and GPR151 ag -0.4.
O=C(Nc1ccc(-c2nc3ccccc3o2)cc1)c1cccc(Oc2ccccc2)c1 was read as MITF inh 1, FBW7 activator 0.2, TEAD-YAP block 4 and GPR151 ag -0.7.
Screening CC(C)(C)c1nc(NCCO)c2nnn(Cc3ccccc3)c2n1 returned MITF inh -5, FBW7 activator 0.0, TEAD-YAP block -13 and GPR151 ag -2.1.
CC(C)OCCCN1C(=O)C2C(C(=O)Nc3ccc(Oc4ccccc4)cc3)C3C=CC2(O3)C1C(=O)NC1CCCCC1 (stereo not drawn) was read as MITF inh -17, FBW7 activator 0.0, TEAD-YAP block -1 and GPR151 ag 0.4.
O=C(Cn1c(=O)c(C(F)(F)F)nc2ccccc21)N1CCCC1 was read as MITF inh -11, FBW7 activator 0.0, TEAD-YAP block -16 and GPR151 ag 0.2.
Cc1cccc(NC(=S)Nc2ccccc2)n1 was read as MITF inh 16, FBW7 activator 0.2, TEAD-YAP block -5 and GPR151 ag 0.4.
Screening N#CC1=C(N)Oc2c(oc(CO)cc2=O)C12C(=O)Nc1ccc(Cl)cc12 (stereo not drawn) returned MITF inh 2, FBW7 activator -0.2, TEAD-YAP block 5 and GPR151 ag 0.8.
For CCc1nnc(N/N=C\c2ccco2)n1N the results were MITF inh 12, FBW7 activator -1.2, TEAD-YAP block 5 and GPR151 ag -0.4.
Screening COC(=O)c1c(OC)cc2c(c1C)Oc1c(Cl)c(O)c(Cl)c(C)c1C(=O)O2 returned MITF inh 12, FBW7 activator 0.2, TEAD-YAP block -15 and GPR151 ag 1.9.

Some of these compounds in order of count of non-hydrogen atoms, largest number first:
For COc1ccc(NC(=O)C(c2ccccc2)N(C)C(=O)Cc2c[nH]c3ccccc23)cc1 (stereo not drawn) the results were MITF inh 5, FBW7 activator 0.0, TEAD-YAP block 4 and GPR151 ag 1.3.
O=C(Nc1ccc(-c2nc3ccccc3o2)cc1)c1cccc(Oc2ccccc2)c1 was read as MITF inh 1, FBW7 activator 0.2, TEAD-YAP block 4 and GPR151 ag -0.7.
`CCOC(=O)/C(C#N)=C1/C=CN(c2ccccc2)C=N1` gave MITF inh 2, FBW7 activator -0.1, TEAD-YAP block 0 and GPR151 ag -0.4.

Returning to the listing, repeating the 3 entries before the break.
Screening N#CC1=C(N)Oc2c(oc(CO)cc2=O)C12C(=O)Nc1ccc(Cl)cc12 (stereo not drawn) returned MITF inh 2, FBW7 activator -0.2, TEAD-YAP block 5 and GPR151 ag 0.8.
For CCc1nnc(N/N=C\c2ccco2)n1N the results were MITF inh 12, FBW7 activator -1.2, TEAD-YAP block 5 and GPR151 ag -0.4.
Screening COC(=O)c1c(OC)cc2c(c1C)Oc1c(Cl)c(O)c(Cl)c(C)c1C(=O)O2 returned MITF inh 12, FBW7 activator 0.2, TEAD-YAP block -15 and GPR151 ag 1.9.
Cc1ccn2cc(-c3ccc([N+](=O)[O-])cc3)nc2c1 was read as MITF inh 11, FBW7 activator 0.3, TEAD-YAP block -1 and GPR151 ag -4.2.
For Cc1ccc2nc(CN3CCN(C(=O)c4ccco4)CC3)nc(N3CCSCC3)c2c1 the results were MITF inh 11, FBW7 activator 0.1, TEAD-YAP block -3 and GPR151 ag -0.6.
Screening CC(=O)c1ccc(NC(=O)c2c(-c3c(Cl)cccc3Cl)noc2C)cc1 returned MITF inh -12, FBW7 activator -0.1, TEAD-YAP block 3 and GPR151 ag 0.3.
`CC(C)Sc1nc(N2CCCC2)c2c(c1C#N)CC(C)(C)OC2` gave MITF inh 1, FBW7 activator 0.0, TEAD-YAP block 1 and GPR151 ag -0.4.
Screening N#C/C(=N\Nc1ccccc1F)C(=N)N1CCOCC1 returned MITF inh -2, FBW7 activator -0.1, TEAD-YAP block -18 and GPR151 ag 1.0.
Screening Cc1nc(SCc2nc3ccccc3c(=O)[nH]2)n[nH]1 returned MITF inh 9, FBW7 activator -0.1, TEAD-YAP block -22 and GPR151 ag -1.0.
Screening O=C(Nc1ccc(Cl)c(Cl)c1)N1CC=CCC1 returned MITF inh 6, FBW7 activator -0.1, TEAD-YAP block -54 and GPR151 ag 0.0.
NC(=O)c1ccccc1NC(=O)C(c1ccccc1)c1ccccc1 was read as MITF inh -5, FBW7 activator 0.2, TEAD-YAP block -2 and GPR151 ag -1.0.
`O=C(CCl)N(CC1CCCO1)C1CCS(=O)(=O)C1` (stereo not drawn) gave MITF inh -16, FBW7 activator 0.2, TEAD-YAP block 6 and GPR151 ag -1.5.
For O=C(O)CCN=Cc1c(O)c2ccccc2oc1=O the results were MITF inh 12, FBW7 activator 0.0, TEAD-YAP block 9 and GPR151 ag 1.1.
For CCN(N=Nc1cccc([N+](=O)[O-])c1)c1cccc([N+](=O)[O-])c1 the results were MITF inh 2, FBW7 activator 0.1, TEAD-YAP block 4 and GPR151 ag -0.9.
Cc1cc(C)cc(NC(=O)NNC(=O)c2cc3occc3[nH]2)c1 was read as MITF inh -2, FBW7 activator -0.2, TEAD-YAP block -2 and GPR151 ag 0.5.
Cc1cccc(C)c1NC(=O)c1cnc2scc(C)n2c1=O was read as MITF inh 21, FBW7 activator 0.2, TEAD-YAP block 0 and GPR151 ag -0.4.
Screening CC(=O)c1nnn(-c2nc(N3CCCC3)nc(N3CCCC3)n2)c1C returned MITF inh -1, FBW7 activator 0.0, TEAD-YAP block 1 and GPR151 ag -0.4.
For O=[N+]([O-])c1ccc(Cl)c(S(=O)(=O)N2CCCCC2)c1 the results were MITF inh 17, FBW7 activator -0.1, TEAD-YAP block 0 and GPR151 ag 0.3.
`CCOC(=O)C1=C(CSc2nc(-c3ccncc3)ccc2C#N)OC(N)=C(C#N)C1c1ccc(OC)cc1` (stereo not drawn) gave MITF inh 15, FBW7 activator -0.1, TEAD-YAP block 14 and GPR151 ag 2.0.
Screening O=C(CCCC(=O)OCC(F)(F)C(F)F)Nc1cccc(Br)c1 returned MITF inh -23, FBW7 activator -0.1, TEAD-YAP block -6 and GPR151 ag -0.4.
Screening Cc1cccc(Oc2ncnc(N)c2[N+](=O)[O-])c1C returned MITF inh -11, FBW7 activator -0.1, TEAD-YAP block -7 and GPR151 ag 1.3.
`O=C1CSC(c2cccc(Oc3ccccc3)c2)N1c1ccccc1F` (stereo not drawn) gave MITF inh 13, FBW7 activator 0.1, TEAD-YAP block -1 and GPR151 ag -1.0.
For CCCCOc1ccc(C2=N/C(=C\c3ccc(OC(C)=O)c(OC)c3)C(=O)O2)cc1 the results were MITF inh 6, FBW7 activator 0.1, TEAD-YAP block 6 and GPR151 ag 2.8.
For Cc1cccc(OC(=O)CSc2nnc(C)c3ccccc23)c1 the results were MITF inh 18, FBW7 activator 1.3, TEAD-YAP block 1 and GPR151 ag 0.3.
Screening COc1ccccc1-c1c(C)nn2c(SCC(=O)O)cc(C)nc12 returned MITF inh -1, FBW7 activator -0.1, TEAD-YAP block 2 and GPR151 ag -1.5.
For COc1ccc(-c2nnc3sc(NC(=O)CC(C)C)nn23)cc1OC the results were MITF inh -5, FBW7 activator -0.1, TEAD-YAP block -9 and GPR151 ag 1.9.
For O=C(N/N=C/c1ccc(O)cc1O)c1cccs1 the results were MITF inh 83*, FBW7 activator -0.1, TEAD-YAP block -25 and GPR151 ag -4.5.
`O=C(NCC1Cc2cc(-c3cncnc3)ccc2O1)c1ccoc1` (stereo not drawn) gave MITF inh 12, FBW7 activator 0.0, TEAD-YAP block 9 and GPR151 ag -1.0.
For Cc1cccc(Oc2c(C(F)(F)F)oc3cc(OCC(=O)OC(C)C)ccc3c2=O)c1 the results were MITF inh 16, FBW7 activator 0.2, TEAD-YAP block 5 and GPR151 ag 0.5.
COc1ccc(N2CCN(Cc3ccc4ccccc4c3)C2=O)cc1 was read as MITF inh 5, FBW7 activator 0.2, TEAD-YAP block -3 and GPR151 ag 3.4.
For Cc1ccc(S(=O)(=O)Nc2ccc3c(c2)C(=O)NC3=O)cc1 the results were MITF inh 11, FBW7 activator 0.0, TEAD-YAP block 8 and GPR151 ag 0.8.
O=C(NNC(=O)c1ccc2c(c1)S(=O)(=O)c1ccccc1C2=O)c1ccccc1 was read as MITF inh -1, FBW7 activator -0.2, TEAD-YAP block -3 and GPR151 ag -0.3.
For CC1=C(C(=O)NCc2ccc(C)cc2)SCCO1 the results were MITF inh 18, FBW7 activator 0.1, TEAD-YAP block -6 and GPR151 ag -0.1.
`CN(C)c1ncc(/C=C2/C(=O)NC(=O)N(c3ccccc3Cl)C2=O)cn1` gave MITF inh -7, FBW7 activator 0.0, TEAD-YAP block 9 and GPR151 ag -0.9.
For CCC(=O)C1=C(c2ccc(C(C)(C)C)cc2)N(C(=O)CC)n2c(C)nnc2S1 the results were MITF inh 4, FBW7 activator 0.1, TEAD-YAP block -16 and GPR151 ag 0.9.
For Cc1nc(NCCOc2ccc(Br)cc2)sc1C(=O)Nc1ccccc1 the results were MITF inh 7, FBW7 activator 0.2, TEAD-YAP block -5 and GPR151 ag -1.9.
`Nc1cc(Nc2ccccc2)ncn1` gave MITF inh 13, FBW7 activator 0.1, TEAD-YAP block -5 and GPR151 ag 1.8.
`OC1(c2ccc3c(c2)CN(Cc2cccnc2)CCO3)CCN(c2ccccc2F)CC1` gave MITF inh -5, FBW7 activator -0.5, TEAD-YAP block -4 and GPR151 ag -1.0.
Screening CCCN(C(C)=O)c1nnc(-c2ccc(C(C)(C)C)cc2)s1 returned MITF inh -4, FBW7 activator -0.1, TEAD-YAP block -65 and GPR151 ag -1.6.
Screening CC(NC(=O)C(=O)Nc1cccc(Cl)c1)c1ccccc1 (stereo not drawn) returned MITF inh 5, FBW7 activator 1.0, TEAD-YAP block -41 and GPR151 ag -0.9.
Screening CC1=C(C(=O)OC2CCCCC2)C(c2ccccc2F)C2=C(CC(c3ccccc3)CC2=O)N1 (stereo not drawn) returned MITF inh 11, FBW7 activator 0.9, TEAD-YAP block 19 and GPR151 ag 1.4.
CCOC(=O)C1=C(C)N=c2s/c(=C\c3ccc(N4CCCCC4)o3)c(=O)n2C1c1ccc(SC)cc1 (stereo not drawn) was read as MITF inh -5, FBW7 activator 0.1, TEAD-YAP block -4 and GPR151 ag 1.2.
COC(=O)c1c(C)oc2ccc(OC(=O)c3ccc(Br)cc3)cc12 was read as MITF inh -6, FBW7 activator 0.1, TEAD-YAP block -12 and GPR151 ag 0.3.
Screening CCOc1ccccc1-n1c(=S)sc2c(=O)n(-c3ccccc3F)c(SCC(=O)NCc3ccccc3)nc21 returned MITF inh -26, FBW7 activator -0.1, TEAD-YAP block 11 and GPR151 ag 0.2.
`CCCCNC(=O)C(CC)Sc1nc2cc(C(=O)NCCOC)ccc2c(=O)n1Cc1ccc2c(c1)OCO2` (stereo not drawn) gave MITF inh -11, FBW7 activator 0.0, TEAD-YAP block -8 and GPR151 ag 0.8.
COc1cc2c(cc1OC)C(c1c(Cl)cccc1Cl)NC(=O)C2 (stereo not drawn) was read as MITF inh -2, FBW7 activator -0.1, TEAD-YAP block 6 and GPR151 ag 2.8.
O=C(Nc1cccc(Cl)c1)c1c(O)c2cccc3c2n(c1=O)CCC3 was read as MITF inh -2, FBW7 activator 0.0, TEAD-YAP block -5 and GPR151 ag 3.2.
